OX1R antag-1: blocks the human orexin 1 receptor | O43613 | CHO/OX1R cells, Fluo-8 calcium fluorescence, orexin A | inhibition, % at 5 µM | 330,000 tested, 0.43% active | AID 434989;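 active = inhibition above its plate's threshold, mean inhibition of all tested compounds on the plate plus 3 SD, cut at about 37% in these data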;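 also: 0% = orexin A challenge wells and 100% = SB-334867-A antagonist wells; not every result past the cut was called active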
Target sequence (O43613 whole entry, looked up): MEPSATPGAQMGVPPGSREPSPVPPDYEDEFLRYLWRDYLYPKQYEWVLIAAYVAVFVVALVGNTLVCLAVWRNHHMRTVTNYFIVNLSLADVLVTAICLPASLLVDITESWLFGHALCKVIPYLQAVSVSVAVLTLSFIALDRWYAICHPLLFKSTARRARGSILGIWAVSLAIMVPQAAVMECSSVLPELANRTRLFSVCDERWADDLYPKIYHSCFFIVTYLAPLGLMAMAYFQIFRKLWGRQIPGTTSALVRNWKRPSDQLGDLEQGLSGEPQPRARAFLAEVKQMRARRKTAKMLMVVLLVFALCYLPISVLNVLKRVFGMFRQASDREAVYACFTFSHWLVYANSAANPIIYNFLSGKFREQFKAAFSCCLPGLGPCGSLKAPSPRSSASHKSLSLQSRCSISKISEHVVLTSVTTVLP
OX1R antag-2: OX1R (human) antagonism; O43613; OX1R-expressing cells, FRET antagonist read-out; AID 485270; 330,000 tested, 1.8% active; inhibition, % at 6.6 µM; in the data active = inhibition mostly above about 38%, no sharp cut-off; inactive = mostly below about 40%;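 also: 0% = agonist challenge alone and 100% = reference antagonist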
The depositor's hits bear a star. Rows were taken by chance; 2% or so of the library scored in one or more.

canonical_smiles | OX1R antag-1 | OX1R antag-2
O=C(Cn1cc(C(F)(F)F)cc(Cl)c1=O)NCc1ccc(Cl)cc1Cl | -23 | 6
c1ccc(C(NCCNC(c2ccccc2)c2ccccc2)c2ccccc2)cc1 | -35 | -7
COC(=O)c1ccc(NC(=O)CCc2nnc3ccc(NCc4ccco4)nn23)cc1 | -23 | 9
Cc1ccc(N(CC(=O)NCc2cccs2)S(=O)(=O)c2cccs2)cc1 | -24 | 26
COc1cc(/C=C2/SC(=S)N(C)C2=O)ccc1OC(=O)c1ccco1 | -4 | 16
O=c1[nH]c(C2CCN(S(=O)(=O)Cc3ccccc3)CC2)nc2c1nnn2Cc1ccccc1Cl | -24 | 8
CCn1c(NCc2cc(OC)c(OC)c(OC)c2)nc2ccccc21 | -24 | 1
CC(=O)C[C@H]1c2cc(C(F)(F)F)ccc2S(=O)(=O)N1C1CCCC1 | -13 | 5
CCN(Cc1ccncc1)C(=O)c1ccccc1NS(=O)(=O)c1ccc(Br)cc1 | -11 | 22
NS(=O)(=O)c1ccc(CCNC(=O)CN2CCC(Cc3ccccc3)CC2)cc1 | -11 | -3
CN1CCC(NC(=O)Nc2ccc(Br)cc2)CC1 | 1 | 10
O=C(COC(=O)c1ccccc1C(=O)c1ccc(Cl)cc1)NCCc1ccccc1 | -22 | 16
C=CCn1c(=N)n(CC(O)COc2ccccc2OC)c2ccccc21 (stereo unspecified) | -22 | 7
COc1ccccc1C(=O)NCC(=O)Nc1cccnc1 | -15 | 13
Cc1ccc(N2C(=O)CC(NCC3CCCO3)C2=O)cc1 (stereo unspecified) | -27 | 12
COc1cccc(/C=N/N2CCN(c3ccncc3S(=O)(=O)N3CCCCC3)CC2)c1 | -5 | 16
CN1CCN(C(c2ccccn2)c2cc(Cl)c3cccnc3c2O)CC1 (stereo unspecified) | -15 | 6
Cc1sc2nc(CN(C(=O)NC3CCCCC3)C3CCCCC3)[nH]c(=O)c2c1C | -12 | -7
COc1ccc(S(=O)(=O)N2CCCCCC2)cc1C(=O)Nc1ccccn1 | -37 | 20
Cc1ccc(C(=O)N2CCN(c3nc4ccccc4n3C)CC2)cc1 | -24 | 2
CCOC(=O)c1cc(-c2ccc(N3CCOCC3)cc2)nn1-c1ccccc1C(=O)O | -10 | 3
O=C(CSc1ccc(-c2cccs2)nn1)NCc1ccccc1Cl | -13 | 70*
O=C1CC(N2CCOCC2)C(=O)N1CCc1ccccc1 (stereo unspecified) | -5 | 13
CCCOC(=O)NC1C(NC(=O)OCCC)N(C)C(=O)N1C (stereo unspecified) | 7 | 5
O=C(COC(=O)c1ccc(O)cc1)NC1CCCCCC1 | -20 | 3
COc1ccc(C(=O)Nc2nc3ccccc3[nH]2)cc1S(=O)(=O)N1CCOCC1 | -39 | 10
CC(=O)c1cccc(NC(=O)CN(C)S(=O)(=O)c2ccc3c(c2)CCC(=O)N3)c1 | -3 | 2
O=C(N/C(=C/c1cccnc1)C(=O)N1CCCCCC1)c1ccccc1 | -1 | 10
COC(=O)c1ccc(/C=N/n2c(C)nc3ccccc3c2=O)cc1 | -30 | 10
COn1c(C)c(C(C)=O)c2c3nonc3ccc21 | -14 | 21
CCC(C)(C)C(=O)Nc1cccc(Cl)c1C | -5 | 19
CCOC(=O)C1=C(C)Nc2ncnn2C1c1cccs1 (stereo unspecified) | 8 | 8
O=C(COC(=O)CCCNC(=O)c1ccc(Cl)cc1)Nc1cc(Cl)c(Cl)cc1Cl | -15 | 11
COc1ccc(C)cc1NC(=O)C(Sc1ccccc1)c1ccccc1 (stereo unspecified) | -35 | 31
CCCC(=O)Oc1ccccc1C1SCc2cc(C)c(C)cc2CS1 | -27 | 24
CCOc1ccccc1/C=C(\C(=O)O)c1ccc(S(=O)(=O)N2CCCCC2)s1 | -17 | 6
COc1cccc(NC(=O)CCC(=O)NCc2ccco2)c1 | -7 | 10
CCc1ccc(-n2c(Cn3nc(C(F)(F)F)cc3C)n[nH]c2=S)cc1 | -13 | 3
CCOC(=O)c1nn(-c2ccc(Br)cc2)cc1C(=O)c1cccc2ccccc12 | -17 | -2
C/C(=N\O)c1ccc(N2C(=O)C3CC=C(Cl)CC3C2=O)cc1 (stereo unspecified) | -3 | -1
Cc1ccc(NC(=O)COC(=O)Cc2ccsc2)cc1S(=O)(=O)N1CCOCC1 | -9 | 7
COc1ccc(OC)c(Nc2nc(-c3sc(C)nc3C)cs2)c1 | -31 | 18
CC(NC(=O)c1cc2cc(F)ccc2[nH]1)c1ccccc1 (stereo unspecified) | -39 | -9
Cc1cccc(Nc2ccncc2S(=O)(=O)NC(=O)NC(C)C)c1 | -15 | 11
O=C(CCc1ccc(O)c(O)c1)NNC(=S)NCCc1ccccc1 | 5 | 17
CC(=O)N1CCc2cc(S(=O)(=O)NC(CC(C)C)C(=O)N3CCCC3)ccc21 (stereo unspecified) | -26 | 14
Clc1ccc(-n2ncc3c(NCC4CCCO4)ncnc32)cc1 (stereo unspecified) | -12 | 12
CC(C)Cc1ccc(C(C)C(=O)OCC(=O)c2c[nH]c3ccccc23)cc1 (stereo unspecified) | 39* | 6
COc1cccc(NC(=S)N(CCC(C)C)C2CCN(C(C)=O)CC2)c1 | -6 | -5
COc1ccccc1N1CCN(C(=O)CSc2nc(C)c(C)c(=O)[nH]2)CC1 | -5 | 2

Next structures:
canonical_smiles | OX1R antag-1 | OX1R antag-2
CCOC(=O)c1[nH]cnc1C(=O)N1CCC(C)CC1 | -2 | -1
Cc1ccc(/C=N/Nc2ccccn2)s1 | -21 | 41
Cc1cc(=O)oc2cc(OCC(=O)OCC(=O)Nc3ccc(C(N)=O)cc3)ccc12 | -13 | 15
COc1ccc(S(=O)(=O)NCc2cn3c(C)csc3n2)cc1F | -14 | 20
O=c1c2c(nc3cc(-c4cccc(Cl)c4)[nH]n13)CCC2 | -2 | 13
COc1ccc(CN2C(=O)CC(C(=O)NCCc3ccc(S(N)(=O)=O)cc3)SC2=Nc2ccccc2)cc1 (stereo unspecified) | 1 | 20
CCOc1ccc(NC(=O)[C@H](C)NC(=O)C2CC(=O)N(c3ccc(OC)cc3)C2)cc1 (stereo partly specified) | -32 | 15
O=c1cc(CNc2cc(Cl)ccc2Cl)nc2sccn12 | -14 | 4
O=C(CSc1ccc(F)cc1)Nc1ccc(N2CCOCC2)cc1 | -8 | 21
CC(C)(C)OC(=O)NCCCCCNC(=O)c1[nH]cnc1C(=O)Nc1nccs1 | -7 | 6
Cc1sc2nc(CC(=O)N3CCCC3)[nH]c(=O)c2c1C | -23 | -1
Cc1nc2ccc(NC(=O)N3CCCCC3)cc2nc1C | -18 | 36
Cc1cccc(N2C(=O)CN(Cc3sccc3C)C2=S)c1 | -22 | 30
CCc1cccc(OCC(=O)N(C)CC(=O)Nc2cccc(F)c2)c1 | -5 | 17
CC(=O)NS(=O)(=O)c1ccc(N=NN2CCCCC2)cc1 | 1 | 20
COc1cccc(C(=O)N2N=C(c3ccccn3)CC2(O)C(F)(F)F)c1 (stereo unspecified) | -3 | 14
CCC(C)NS(=O)(=O)c1ccc(S(=O)(=O)N(CC(=O)Nc2ccccc2)Cc2ccco2)cc1 (stereo unspecified) | 49* | 4
CCCN1CCN(CCCNC(=O)CN2C(=O)C(CC)Oc3ccccc32)CC1 (stereo unspecified) | 4 | 5
Cc1ccc(CN2CCN(CCCn3cccn3)CC2CCO)cc1 (stereo unspecified) | -7 | 11
COc1ccccc1C1CC(=O)Oc2cc(C)c(Cl)cc21 (stereo unspecified) | 4 | 11
Cc1ccc(C=Nc2cccnc2N)cc1 | -6 | 42
COc1ccc(C(=O)CC(=O)C(=O)Nc2cccc(F)c2)cc1 | 3 | 0
CCc1ccc(NC(=O)CC2C(=O)NCCN2C(=O)c2ccccc2OC)cc1 (stereo unspecified) | -14 | 23
C/C(=N/NC(=O)c1sc(NS(=O)(=O)c2ccccc2)nc1C)c1ccccc1 | -19 | 4
CC(=O)N1CCSc2ccc(S(=O)(=O)NCCc3ccc(C)cc3)cc21 | -1 | 14
O=C1CCCc2nc3c(cc21)C(O)Oc1c-3ccc2ccccc12 (stereo unspecified) | -7 | 34
CC1CCCC(C)N1CC(C)(C)NS(=O)(=O)c1ccc(Cl)cc1 (stereo unspecified) | -3 | 11
CC1CC(C)CN(CCCNC(=O)CCNC(=O)Cn2cnc3ccccc3c2=O)C1 (stereo unspecified) | -2 | 3
C/C(=N\OCc1ccccc1)c1c(O)cc(C(C)C)n(-c2ccccc2)c1=O | -13 | 13
Cc1occc1C(=O)NC(C)C1CCCO1 (stereo unspecified) | 5 | 9
COc1ccc(C2=Nn3c(nnc3-c3ccccc3Cl)SC2)cc1OC1CCCC1 | 14 | 15
Nc1nnc(CSCc2ccccc2)s1 | -17 | 18
COC(=O)CSc1nnc(CNC(=O)c2ccco2)n1-c1ccc(F)cc1 | 6 | 3
Cc1nc2ccc(NC(=S)N3CCN(c4ccccn4)CC3)cc2nc1C | -44 | 30
CC(=O)N1c2ccc(S(=O)(=O)NCCc3ccccc3)cc2CC1C (stereo unspecified) | 6 | 20
COc1ccc(CCN(CC(=O)NC(C)(C)C)C(=O)Cn2nnc(-c3ccc(C)o3)n2)cc1OC | -24 | 5
CCC(Oc1ccccc1)C(=O)Nc1ccc(S(=O)(=O)Nc2cc(C)on2)cc1 (stereo unspecified) | -5 | 22
O=S(=O)(NCC(O)COCc1ccco1)c1cccs1 (stereo unspecified) | -6 | 8
CCOCCCNC(=O)CN1C(=O)COc2ccc(S(=O)(=O)N3CCCCCC3)cc21 | -35 | 17
CCn1cc2nc(SCC(=O)Nc3ccc(OC)cc3OC)n(Cc3ccc(OC)cc3)c(=O)c2n1 | -18 | 22

Structures listed above that bear a hit mark in OX1R antag-2.
canonical_smiles | OX1R antag-1 | OX1R antag-2
O=C(CSc1ccc(-c2cccs2)nn1)NCc1ccccc1Cl | -13 | 70*

A section from the list above:
canonical_smiles | OX1R antag-1 | OX1R antag-2
Cc1nc2ccc(NC(=S)N3CCN(c4ccccn4)CC3)cc2nc1C | -44 | 30
CC(=O)N1c2ccc(S(=O)(=O)NCCc3ccccc3)cc2CC1C (stereo unspecified) | 6 | 20
COc1ccc(CCN(CC(=O)NC(C)(C)C)C(=O)Cn2nnc(-c3ccc(C)o3)n2)cc1OC | -24 | 5
CCC(Oc1ccccc1)C(=O)Nc1ccc(S(=O)(=O)Nc2cc(C)on2)cc1 (stereo unspecified) | -5 | 22
O=S(=O)(NCC(O)COCc1ccco1)c1cccs1 (stereo unspecified) | -6 | 8
CCOCCCNC(=O)CN1C(=O)COc2ccc(S(=O)(=O)N3CCCCCC3)cc21 | -35 | 17
CCn1cc2nc(SCC(=O)Nc3ccc(OC)cc3OC)n(Cc3ccc(OC)cc3)c(=O)c2n1 | -18 | 22

Next part:
canonical_smiles | OX1R antag-1 | OX1R antag-2
COc1ccc(OCC(O)CN2CCN(c3ccccc3)CC2)cc1 (stereo unspecified) | -22 | 10
O=C(O)CC(Cc1ccc(Br)cc1)C(=O)Nc1ccccc1 (stereo unspecified) | 8 | 2
O=C(O)COCC(=O)Nc1ccc(Oc2ncnc3cc(Cl)ccc23)nc1 | 1 | 3
Cc1nc2ccccc2c(=O)n1/N=C/c1ccco1 | -2 | 10
COc1ccc(NC(=O)CN(C)CC(=O)Nc2ccccc2SC)cc1 | -20 | 10
O=C(NCC(=O)N1CCN(C(=O)c2ccccc2)CC1)c1ccc(Cl)cc1Cl | -23 | 1
COc1ccc(/C(N)=N/OC(=O)Cc2ccc(OC)c(OC)c2)cc1 | 26 | 16
Cn1c(SCC(=O)NCC2CCCO2)nnc1-c1ccco1 (stereo unspecified) | -16 | 2
CCc1ccc(OCC(=O)OC(C)C(=O)Nc2ccc(Cl)cn2)cc1 (stereo unspecified) | -28 | 9
NS(=O)(=O)c1ccc(NC(=O)COC(=O)Cc2c[nH]c3ccccc23)cc1 | 3 | 3
COc1ccc(OC)c(NC(=O)CNC(=O)Cn2ccc3ccccc3c2=O)c1 | -8 | 18
COC(=O)C(OC(=O)c1ccccc1)C(C)Br (stereo unspecified) | -14 | 0
Cc1ccccc1CS(=O)(=O)Cc1ccc(C(=O)NCCc2ccccc2)o1 | -15 | 2
CC1CC(C)CN(S(=O)(=O)c2ccc(C(=O)N3CCCC3)cc2)C1 (stereo unspecified) | -7 | 23
Cc1onc(-c2ccccc2)c1C(=O)Nc1sc2c(c1C(N)=O)CCC2 | -22 | 11
COC(=O)C1=C(C)NC(C)=C(C(=O)OC)C1/C=C/c1ccccc1 | -6 | 2
Cc1ccc(C)c(N(CC(=O)NC2CCCC2)C(=O)CCC(=O)Nc2nccs2)c1 | -23 | 16
COc1cccc(/C=C/c2ccncc2)c1OC | -17 | 34
N#CC1(NC(=O)CN2CCN(S(=O)(=O)c3ccccc3F)CC2)CCCC1 | -20 | 28
Cc1nc(-c2ccccc2)sc1C(=O)CSc1ccc(Cl)cc1 | -19 | 6

Single values from the entries so far.
Entry for Cc1nc(-c2ccccc2)sc1C(=O)CSc1ccc(Cl)cc1 under OX1R antag-1: -19
Entry for COC(=O)C(OC(=O)c1ccccc1)C(C)Br (stereo unspecified) under OX1R antag-2: 0

Continuation.
canonical_smiles | OX1R antag-1 | OX1R antag-2
COc1ccc(CC(=O)OCC(=O)c2c(N)n(C)c(=O)n(C)c2=O)cc1OC | -2 | 6
Cc1noc(C)c1S(=O)(=O)N1CCN(c2ccc([N+](=O)[O-])cc2)CC1 | -1 | 10
Cc1cccc(CCNC(=O)CN(C)S(=O)(=O)c2ccc3c(c2)c(=O)n(C)c(=O)n3C)c1 | -23 | 11
O=C(Nc1ccccc1)C1CCCN(S(=O)(=O)c2ccc(-n3cnnn3)cc2)C1 (stereo unspecified) | -9 | 11
O=C(Nc1cc(Cl)ncn1)c1ccccc1 | -8 | 12
Cc1nc(CC(=O)c2ccc(O)c(C)c2O)cs1 | 7 | 9
Cc1cccc(NC(=O)C2CC(=O)n3cnnc3S2)c1 (stereo unspecified) | -18 | 15
CCOC(=O)C1=C(C)NC(=O)CC1c1cc(OC)c(OC)cc1Br (stereo unspecified) | -22 | 12
Cc1cc(=O)c2cc(C(=O)c3ccccc3)ccc2[nH]1 | -27 | -9
